Screening data: PubChem BioAssay, National Center for Advancing Translational Sciences (NCATS)
WRN inhibitor: blocks human WRN helicase. WRN helicase unwinding, fluorescent forked duplex, kinetic. Potency, µM (top dose mostly 114 µM), for inactives: top-dose activity change, negative = inhibition, hits mostly inhibitors. 0.46% of 360,000 active. AID 651768; further: potency means the concentration at half of the fitted maximal effect; on the % scale 0 is the no-effect control and ±100 the full control effect; nearly all actives have a fitted effect of over 55% in size
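Kinetic red-fluorescence monitoring (525/598 nm) tracks WRN helicase activity after 100 nM fluorophore-quencher forked duplex and 2 mM ATP are added to 20 nM enzyme pretreated 15 min at room temperature with compound.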
IL2 activator: activators of IL-2. IL-2 activation reporter assay, cell-based qHTS; stimulated with anti-CD3/CD4/CD28 beads; in transgenic mouse T cells. activation, % (series mostly up to about 46 µM). 0.065% of 360,000 active. AID 652025; in the data active means activation above about 50%; inconclusive means mostly about 30% to 49%; further: 0% is about no effect
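Screening format: compound pinned onto unstimulated transgenic mouse T cells, 60 min incubation, then anti-CD3/anti-CD4/anti-CD28 bead stimulation for 18 hours at 37 degrees C, followed by EGFP and DsRed detection.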
EPAC1 antagonist: blocks human EPAC1 exchange factor. EPAC1 GEF assay, Rap1b-BODIPY-GDP exchange fluorescence. Potency, µM (doses to about 115 µM), inactives show at the top dose activity change, negative = inhibition, most hits filed as inhibitors. O95398. 0.14% of 360,000 active;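 further: potency means the concentration at half of the fitted maximal effect; plate controls were vehicle for no effect and positive control for full effect; nearly all actives have a fitted effect of over 50% in size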
PI5P4Ka inh: inhibitors of human PI5P4K alpha; P48426; PI5P4Kalpha enzyme, ADP-Glo luminescence, 60 min; hits give low values; max response, %; 1.2% of 330,000 active; AID 652105; active means max response of -50% or lower; inconclusive means between -30% and -50%; inactive means -30% or higher; further: value at the top dose of about 77 µM; on the % scale 0 is the no-effect control and ±100 the full control effect
Target sequence (P48426 whole entry, looked up): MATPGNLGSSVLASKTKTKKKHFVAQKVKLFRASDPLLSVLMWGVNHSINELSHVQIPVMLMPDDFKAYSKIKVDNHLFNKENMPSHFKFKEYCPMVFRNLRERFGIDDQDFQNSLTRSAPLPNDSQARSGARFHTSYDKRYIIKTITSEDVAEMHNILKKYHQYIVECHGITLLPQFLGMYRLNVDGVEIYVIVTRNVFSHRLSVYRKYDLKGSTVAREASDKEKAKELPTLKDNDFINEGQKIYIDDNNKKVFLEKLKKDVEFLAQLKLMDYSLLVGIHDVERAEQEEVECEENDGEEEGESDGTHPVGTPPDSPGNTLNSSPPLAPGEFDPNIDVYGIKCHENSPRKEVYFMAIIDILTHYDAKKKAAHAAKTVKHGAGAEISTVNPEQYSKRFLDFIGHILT
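ADP-Glo luminescence end-point after a 60 min room-temperature kinase reaction. PI5P4Kalpha and substrate in HEPES pH 7.4 buffer with EGTA, 0.1% CHAPS and 5% DMSO; ATP at 5 microM final.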
EPAC1 ag: EPAC1 (human) agonism | EPAC1 agonist qHTS, biochemical assay; response scale: 100% = response to 6.5 mM cAMP | Potency, µM (highest dose often 154 µM), for inactives: at the highest dose activation, most hits filed as activators | 0.073% of 360,000 active | AID 720707 | O95398; further: potency means the concentration at half of the fitted maximal effect; nearly all actives have a fitted effect of over 60% in size
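Read-out is the fluorescence drop as BODIPY-GDP leaves Rap1B (480 nm excitation, 540 nm emission), recorded every 5 minutes over 30 minutes. Reactions held 100 nM EPAC1, 250 nM Rap1B–BODIPY-GDP and 50 uM GDP, with 6.5 mM cAMP setting full activation.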
FUS yeast rescue: rescues growth of FUS-expressing yeast; S. cerevisiae FUS-expressing, growth rescue, OD600, 24 h; Potency, µM (doses to about 76.6 µM), for inactives: at the highest dose growth rescue (activation), usual class: activators; 0.24% of 390,000 active; AID 1347120;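 further: potency means the concentration at half of the fitted maximal effect; plate controls were DMSO vehicle for no effect and reference control for full effect; nearly all actives have a fitted effect of over 55% in size; some results filed as inactive show a strong effect at the top dose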
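Steps: raffinose overnight preculture; dilution to OD 0.005 in 2% galactose minimal medium; compound addition (concentration series); 24hr at 30C, 99% humidity; absorbance read at 600 nm.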
aSyn rescue: alpha-synuclein toxicity inhibition in yeast. Yeast expressing alpha-synuclein, growth rescue, BacTiter-Glo, 24 h. 0.14% of 370,000 active. Potency, µM (titrated, usually from 46.1 µM), without a hit: at the highest dose growth rescue (activation), usual class: activators; further: potency means the concentration at half of the fitted maximal effect; % of control where 0% means no effect; nearly all actives have a fitted effect of over 65% in size
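Galactose-induced alpha-syn yeast (OD600=0.02, raffinose-pregrown) + pinned cpd, 24 hr, 30 deg C; growth by BacTiter-Glo luminescence. Growth restoration scores as activation.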
PLK1 PBD block: inhibitors of human PLK1 polo-box domain binding; P53350; Plk1 PBD binding of FITC phosphopeptide, fluorescence polarization; Potency, µM, inactives show max response, negative = inhibition, hits mostly inhibitors; 2.8% of 360,000 active; AID 720504; further: potency means the concentration at half of the fitted maximal effect; series mostly up to about 57 µM; on the % scale 0 is the no-effect control and ±100 the full control effect; nearly all actives have a fitted effect of over 65% in size
Target sequence (P53350 whole entry, looked up, the tested form may be a part): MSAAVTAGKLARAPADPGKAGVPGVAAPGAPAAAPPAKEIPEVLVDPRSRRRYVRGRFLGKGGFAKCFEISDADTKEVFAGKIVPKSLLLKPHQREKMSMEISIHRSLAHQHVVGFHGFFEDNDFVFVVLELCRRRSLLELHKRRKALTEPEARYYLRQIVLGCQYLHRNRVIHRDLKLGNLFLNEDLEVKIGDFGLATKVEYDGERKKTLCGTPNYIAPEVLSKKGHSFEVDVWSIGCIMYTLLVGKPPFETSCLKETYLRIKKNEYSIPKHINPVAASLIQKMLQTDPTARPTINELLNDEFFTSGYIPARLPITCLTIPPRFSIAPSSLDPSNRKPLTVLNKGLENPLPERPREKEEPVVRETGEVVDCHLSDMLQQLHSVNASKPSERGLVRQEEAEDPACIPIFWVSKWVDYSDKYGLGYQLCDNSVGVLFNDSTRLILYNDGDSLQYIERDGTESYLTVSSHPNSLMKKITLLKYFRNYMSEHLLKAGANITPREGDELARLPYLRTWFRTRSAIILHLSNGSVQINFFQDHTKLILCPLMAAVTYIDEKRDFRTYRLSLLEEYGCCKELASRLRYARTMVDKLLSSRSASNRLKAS
Abeta rescue: compounds reversing amyloid beta toxicity in yeast; yeast expressing A-beta42, growth rescue, OD600, 48 h; response scale: 0% DMSO, 100% iron-clioquinol control; Potency, µM (series often up to 46.1 µM), without a hit: at the highest dose growth rescue, most hits filed as activators; 0.063% of 410,000 active; further: potency means the concentration at half of the fitted maximal effect; nearly all actives have a fitted effect of over 55% in size
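Growth rescue measured by 600 nm absorbance after 48 h yeast culture at 30 C with compound. Values normalized between DMSO and an equimolar ferric chloride plus clioquinol control.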
* = called active by the depositor; ? = inconclusive; · = not tested or not shown; [ ] = remark or other dose. Unless noted, the call rests on the fitted dose curve; in most records, active means well fitted curve in the direction sought with a large enough effect; inconclusive means small, poorly fitted or top-dose-only effect, or another doubt; inactive means no such curve, though single readings can be large; an effect the other way counts as inactive or inconclusive.

Every second line gives: WRN inhibitor, IL2 activator, EPAC1 antagonist, PI5P4Ka inh, EPAC1 ag, FUS yeast rescue, aSyn rescue, PLK1 PBD block, Abeta rescue
- CC1(C)C2CC=C(/C=N/NC(=S)Nc3cccnc3)C1C2 (stereo not drawn)
  10.3%, -0.8, -10.6%, -2.0, 12.2%, -5.9%, -0.9%, -6.5%, 14.0%
- CN1CCC2(CC1)Nc1nc(SCc3ccc(Cl)cc3)nn1C1=C2CN(C)CC1
  -18.0%, -3.2, -10.4%, 1.7, 7.5%, 2.4%, 1.6%, -7.3%, -1.2%[9.22 µM]
- N#CC(c1ccc(Cl)cc1)N1CCOCC1 (stereo not drawn)
  -2.5%, -2.4, -9.2%, 6.2, 1.9%, -32.0%, -4.1%, -13.1%, -0.5%
- CCOC(=O)CC1C(=O)NCCN1C(=O)c1ccc(Cl)cc1Cl (stereo not drawn)
  -6.2%, -0.6, -13.5%, -2.6, 0.8%, 2.9%, -9.1%, 3.3%, 12.6%
- O=C(Cc1ccccc1)Nc1ccc(F)cc1
  6.6%, -0.1, 2.2%, 2.1, -4.3%, 23.3%, 7.2%, -1.2%, -11.3%
- Cc1nc2cc(NC(=O)N3CCCC3)ccc2n1C
  6.6%, -0.7, -6.5%, -1.2, 0.9%, -6.1%, -3.9%, -10.2%, -7.4%
- O=S1(=O)N=C(Nc2ccc(N3CCOCC3)c(Cl)c2)c2ccccc21
  -3.2%, 0.3, 6.0%, -1.1, 2.8%, 0.0%, -1.6%, 4.8%, -3.6%
- C[C@@H]1C(=O)O[C@@H]2[C@H](O)C34[C@H]5C[C@@H](C(C)(C)C)C36[C@H](OC(=O)[C@@H]6O)OC4(C(=O)O5)[C@@]12O (stereo partly drawn)
  8.6%, -0.5, -9.0%, -7.0, -4.4%, -16.6%, -1.3%, -17.1%, -9.4%
- O=C(/C=C/c1ccc([N+](=O)[O-])cc1)Oc1ccc(/C=N/NC(=O)c2ccncc2)cc1
  -13.1%[11.6 µM], -0.6, ?, -1.3, 1.6%, -1.5%, 1.6%, -3.7%, 3.3%
- Cc1ccc(S(=O)(=O)N2[C@@H](c3ccc(Cl)cc3)C(C(=O)O)=CC[C@H]2c2cccc(C)c2)cc1
  -7.0%, -1.6, -25.7%, -0.1, -14.8%, -18.6%, 2.4%, ?, 6.2%
- CCc1ccc(NC(=O)CSc2ccccn2)cc1
  -23.1%, -5.1, -21.0%, 1.7, 3.4%, -6.5%, 3.7%, -29.6%, 6.0%
- CC(C)CCNC(=O)CN(Cc1ccco1)C(=O)CCC(=O)Nc1nccs1
  7.8%, 0.7, -1.6%, -4.3, -5.9%, 13.5%, 3.0%, -2.8%, 1.2%
- O=C1c2ccccc2-c2c1cccc2C(=O)N(CCO)CCO
  4.0%, 0.5, 6.3%, ·, -2.4%, 14.8%, 4.8%, -3.1%, 5.0%
- CCOC(=O)C1CCCN(C(=O)c2cc(OC)ccc2Br)CC1 (stereo not drawn)
  -3.0%, -0.7, 9.9%, 0.5, -7.4%, -11.3%, 1.4%, -4.2%, -6.9%
- CCN(C[C@H]1N[C@@](C)(C(=O)OC)[C@H]2C(=O)N(C)C(=O)[C@@H]12)C(C)=O
  4.8%, -0.2, 3.0%, -3.4, 8.0%, 0.5%, -2.6%, -2.9%, -1.6%
- S=C(Nc1ccc(Br)cc1Cl)Nn1cnnc1
  4.1%, -1.9, -6.0%, -18.4, -12.0%, -1.7%, -24.5%, 9.47µM*, 10.9%
- C/C(=N/NS(=O)(=O)c1ccc(Cl)cc1)c1ccncc1
  4.0%, -0.7, 3.9%, 6.0, 3.8%, 10.1%, -0.8%, ?, 17.2%
- CCCC[C@@H]1CNCCN1CCc1cccc2ccccc12
  4.2%, -0.8, -9.1%, 2.9, -8.4%, 9.5%, 0.3%, -18.3%, -4.7%
- COC(=O)c1cn(NC(=O)c2cnccn2)c(=O)c2ccccc12
  -5.1%, 0.2, -2.7%, 2.2, 6.7%, 7.0%, 22.4µM*, 3.7%, -57.9%[inhibitor]
- CCOc1ccc(NC(=O)CSc2nc3c(c(=O)n2C)SC(C)C3)cc1 (stereo not drawn)
  -3.0%, 0.4, -3.0%, -1.5, -17.4%, 17.1%, -2.2%, -1.6%, -5.6%
- O=S(=O)(Nc1ccc(-c2ccc3nncn3n2)cc1)c1ccccc1F
  -12.7%, -2.2, 5.3%, -14.9, -2.2%, 1.8%, 5.5%, -0.4%, 0.6%
- O=C(/C=C/c1cccc([N+](=O)[O-])c1)NCCN1CCOCC1
  -4.8%, -1.1, 6.3%, ·, 7.4%, -10.9%, -4.8%, 3.9%, 0.5%
- Cc1cc([N+](=O)[O-])nn1CC(=O)NNC(=S)Nc1ccc(F)cc1
  1.5%, -0.4, -23.0%, -1.3, 5.9%, ·, -12.1%, -14.2%, 19.0%
- CC(C)c1ccc(NC2CCCN(C(=O)c3cscn3)C2)cc1 (stereo not drawn)
  -0.8%, -2.4, -8.9%, 0.3, -6.8%, -1.2%, 12.7%, -14.9%, 1.1%
- Cc1cc(NC(=O)CSc2nc(N)c(NC(=O)c3ccccc3)c(=O)[nH]2)no1
  -10.0%, -1.6, 4.6%, -7.9, 2.5%, 32.0%, -2.9%, -15.0%, 0.4%
- Cc1ccccc1N(C(=O)c1csnn1)C(C(=O)NC1CCCCC1)c1ccncc1 (stereo not drawn)
  -5.2%, 0.4, -22.5%, 1.2, 1.0%, 20.9%, -6.1%, -21.9%, -18.3%
- O=C(CCc1nc2sc3c(c2c(=O)[nH]1)CCCC3)NCCc1ccc(Cl)cc1
  -6.1%, 2.1, -3.6%, ?, 9.3%, 1.0%, -0.8%, -4.9%, -5.9%
- C[C@H]1CN([C@@H](C)CO)S(=O)(=O)c2ccc(C#Cc3cccnc3)cc2O[C@@H]1CN(C)C(=O)Nc1ccc2c(c1)OCO2
  -0.7%, -0.9, 1.6%, -11.7, 2.6%, 14.7%, -3.5%, -16.9%, -3.9%
- Cc1cc(C(=O)Nc2nc3c(C)cccc3s2)c(C)o1
  8.4%, 0.0, 7.4%, -8.3, -6.0%, -12.1%, 0.2%, -5.3%, 4.0%
- Nc1nn(-c2ccccc2)c(N)c1N=Nc1ccccc1F
  -9.4%, 0.1, -12.1%, 171.8, 8.8%, 17.5%, -26.5%, -8.4%, -13.6%
- Cc1noc(C)c1C(=O)OCC(=O)Nc1cccc(S(=O)(=O)N(C)C)c1
  -16.3%, 0.1, -16.2%, 7.0, 7.5%, ·, -5.4%, -4.1%, 12.5%
- COc1ccc(-c2csc(C(O)c3ccc(F)c(OC)c3)n2)cc1 (stereo not drawn)
  -1.4%, -0.9, -5.6%, 3.5, 3.1%, ?, 17.8µM*, -1.9%, ?
- COC(=O)c1ccc(S(=O)(=O)NCCc2ccccc2OC)n1C
  -6.5%, 3.0, -4.2%, 3.7, 2.4%, -4.3%, -2.6%, -7.1%, -16.5%
- CCc1ccc(OC(C)C(=O)Nc2ccccc2C(=O)N2CCOCC2)cc1 (stereo not drawn)
  -17.1%, 1.3, 0.9%, 0.3, -2.6%, ·, -6.1%, -13.3%, -10.8%
- O=C(/C=C/c1ccc(Cl)cc1)N1CCN(CCN2C(=O)c3cccc4cccc(c34)C2=O)CC1
  0.9%, -2.7, 1.9%, 0.0, 17.9%, -18.8%, 6.9%, 0.0%, 10.8%
- CCn1nc(NC(=O)c2ccco2)c2cc3cc(C)ccc3nc21
  -11.6%, -4.1, -9.3%, -2.7, 1.1%, 6.2%, -0.7%, 0.6%, 12.5%
- O=C(O)CSc1c2c(nc3cc(C(=O)Nc4cccc(C(F)(F)F)c4)ccc13)CCCC2
  -0.8%[57.1 µM], -1.9, -5.4%, -7.4, -4.6%, 2.1%, -10.1%, -25.1%, 8.9%
- COC(=O)COc1cccc2c(=O)n(CC(=O)NCc3ccc(F)cc3)ccc12
  -0.7%, -2.2, -13.0%, -3.2, -19.0%, -14.9%, 1.2%, -16.3%, -17.6%
- CCCNC(=O)CSc1ccc(S(=O)(=O)N2CCCCC2)cn1
  14.9%, -4.0, 6.7%, 0.0, -2.7%, -0.9%, 1.3%, -1.2%, -7.2%
- CCOC(=O)C(Cc1c(F)cccc1Cl)c1ccnc2nc(N)nn12 (stereo not drawn)
  -1.1%, 0.9, ?, 1.4, 13.3%, 2.4%, -9.4%, -8.2%, 2.5%
- Cn1cccc1C1(C(F)(F)F)NCCNC1=O (stereo not drawn)
  -7.8%, -1.5, -13.7%, -3.8, -4.4%, 16.1%, -0.4%, -9.8%, -9.3%
- COc1ccccc1N(CC(=O)NCC1CCCO1)C(=O)CNS(=O)(=O)c1ccc(C)cc1 (stereo not drawn)
  0.6%, -0.8, 8.0%, ·, -14.1%, 23.5%, 2.2%, -1.6%, 6.9%
